Screening data (PubChem)
EBI2 block: EBI2 (human) antagonism; P32249; EBI2 beta-arrestin recruitment, luminescence, 7a,25-OHC stimulated; inhibition, % at 5 µM; hit rate 0.81% among 360,000; AID 651636; in the data active = inhibition above about 38%;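 note: enzyme fragment complementation signal reports receptor beta-arrestin coupling in cells; 0% = agonist plus DMSO wells and 100% = wells without agonist; some results beyond the cut were filed as inactive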
Target sequence (P32249 whole entry, looked up, the tested form may be a part): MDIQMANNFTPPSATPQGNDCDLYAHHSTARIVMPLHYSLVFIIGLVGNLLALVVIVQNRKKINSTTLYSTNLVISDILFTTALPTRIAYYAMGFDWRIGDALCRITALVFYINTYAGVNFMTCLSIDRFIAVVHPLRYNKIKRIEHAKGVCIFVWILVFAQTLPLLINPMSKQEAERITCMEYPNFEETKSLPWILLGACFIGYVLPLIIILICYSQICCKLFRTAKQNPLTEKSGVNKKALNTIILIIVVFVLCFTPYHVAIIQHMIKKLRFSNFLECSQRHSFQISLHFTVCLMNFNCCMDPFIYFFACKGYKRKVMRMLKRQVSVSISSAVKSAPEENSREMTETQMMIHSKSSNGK
CXCR6 block: CXCR6 (human) receptor inhibition; O00574; AID 602244; hit rate 0.36% among 360,000; CHO-K1 PathHunter CXCR6 beta-arrestin, luminescence; inhibition, % at 20 µM; in the data active = inhibition above about 34%, passing the limit was not always enough;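 note: antagonist mode with CXCL16 agonist at 10 nM final; 0% = 10 nM CXCL16 with DMSO and 100% = unstimulated wells without agonist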
Gli-Sufu antag: blocks Gli-Sufu signaling in a luciferase reporter; inhibition, % at 5 µM; hit rate 0.74% among 340,000; Sufu-KO-LIGHT fibroblasts, Gli luciferase reporter luminescence; AID 588413;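 active = inhibition above about 55%, limit read from the data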;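 note: 0% = DMSO-treated cells and 100% = wells with medium but no cells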
CCR6 antag: CCR6 (human) receptor antagonism | hit rate 0.49% among 340,000 | CHO-K1 CCR6 PathHunter beta-arrestin, luminescence, CCL20-stimulated | inhibition, % at 20 µM | AID 493098;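 active = compounds whose inhibition of the agonist-driven luminescence signal at 20 µM reaches about 50%, limit read from the data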;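 note: cells stimulated with CCL20 at 14 nM final; plate controls were DMSO with CCL20 for no effect and DMSO without agonist for full effect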
Target sequence (P51684 whole entry, looked up): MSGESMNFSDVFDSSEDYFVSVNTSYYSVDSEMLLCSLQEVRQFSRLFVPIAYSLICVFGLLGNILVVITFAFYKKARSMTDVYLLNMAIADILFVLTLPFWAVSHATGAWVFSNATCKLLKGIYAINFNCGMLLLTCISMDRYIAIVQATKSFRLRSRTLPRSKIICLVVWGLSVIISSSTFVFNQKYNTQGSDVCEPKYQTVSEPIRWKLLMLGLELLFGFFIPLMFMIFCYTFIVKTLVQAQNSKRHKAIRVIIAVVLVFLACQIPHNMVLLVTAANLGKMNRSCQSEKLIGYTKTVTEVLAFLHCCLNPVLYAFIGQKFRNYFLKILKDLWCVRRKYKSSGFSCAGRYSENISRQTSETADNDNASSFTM
MPTP inh: permeability transition pore inhibition | isolated mouse mitochondria, Ca2+ swelling absorbance, 30 min | inhibition, % at 10 µM | hit rate 1.4% among 360,000 | AID 602449;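 active = inhibition of 50% or more, scaled per plate between neutral and stimulator controls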;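 note: 0% = DMSO wells given calcium and 100% = 1 mM EGTA wells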
APOBEC3G inh: blocks human APOBEC3G single-stranded DNA deamination; AID 493012; hit rate 0.28% among 330,000; recombinant A3G, ssDNA deamination FAM/TAMRA fluorescence; inhibition, % at 20 µM;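 active = inhibition of at least 40% at 20 µM, with no more than 30% in the related APOBEC3A deaminase screen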;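 note: plate controls were DMSO wells with A3G for no effect and wells lacking A3G enzyme for full effect; some compounds called inactive have numbers as strong as hits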
NR3A LBD binder: modulates the human NR3A ligand-binding domain; NR3A LBD differential scanning fluorimetry, Tm shift; 0% = protein alone, 100% = glycine-bound protein; Tm shift relative to glycine control, % at 25 µM; hit rate 2.5% among 340,000; AID 1259313;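 active = melting temperature shift of at least 10% of the positive control shift, at one fixed dose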
APOBEC3A inh: blocks human APOBEC3A ssDNA deamination; hit rate 0.41% among 330,000; AID 493011; recombinant A3A, FAM/TAMRA ssDNA deamination fluorescence; P31941; inhibition, % at 20 µM;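 active = at least 40% inhibition at 20 µM here, with at most 30% in a related deaminase screen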;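 note: plate controls were A3A with DMSO for no effect and wells lacking A3A enzyme for full effect; some results filed as inactive read as strong as hits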
Target sequence (P31941 whole entry, looked up): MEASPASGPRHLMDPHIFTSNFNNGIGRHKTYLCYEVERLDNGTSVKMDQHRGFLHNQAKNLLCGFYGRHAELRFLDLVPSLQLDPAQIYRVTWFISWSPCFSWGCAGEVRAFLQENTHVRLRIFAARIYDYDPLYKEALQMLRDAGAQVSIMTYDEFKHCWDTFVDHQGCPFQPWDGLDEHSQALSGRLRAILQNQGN
The depositor's hits bear a star; . = not tested or not shown.

SMILES	EBI2 block	CXCR6 block	Gli-Sufu antag	CCR6 antag	MPTP inh	APOBEC3G inh	NR3A LBD binder	APOBEC3A inh
Cc1sc2ncnc(NCC(c3ccco3)N3CCCC3)c2c1C (centres undefined)	8.7	-3.8	1.6	-11.6	-7.1	-0.6	0.7	-1.5
O=C(O)c1ccc(/C=N/Nc2nc(N3CCCCC3)nc(N3CCCCC3)n2)cc1	15.3	-1.0	0.2	3.2	2.5	-7.7	1.3	-4.8
CCc1[nH]c(=O)c(C#N)c2c1CSC(C)(C)C2	-8.8	5.4	7.9	-0.3	-0.6	-1.3	12.7*	-0.7
Cc1cccc(C)c1OCC(O)CN (centres undefined)	5.8	-4.1	.	-8.0	-1.7	2.7	1.5	1.1
N#Cc1c(-c2ccccc2)nc(N2CCOCC2)[nH]c1=O	4.4	3.3	0.4	7.0	1.2	-3.4	0.1	-0.3
CC(C)CCn1c(=O)c2ccccc2n2c(CCC(=O)NCC3CCCO3)nnc12 (centres undefined)	-3.2	3.1	-4.1	2.4	-0.6	-1.4	0.7	-4.4
CN1C(=O)S/C(=C\c2ccc(-n3cncn3)cc2)C1=O	-1.4	-4.1	-23.8	9.2	1.8	-5.7	0.3	4.3
CCN(CC)c1ccc(N)cc1	15.2	2.5	60.9*	29.5	49.0	-11.8	1.6	-3.0
COC(=O)c1cc(NC(=O)C2CC2)cc(C(=O)OC)c1	5.7	2.3	-5.4	5.0	-1.3	3.8	1.5	-0.1
O=C(O)CCC(=O)N1CCN(c2nc(-c3ccccc3)c3cc(Br)ccc3n2)CC1	1.5	-0.4	25.6	5.0	-0.3	-18.7	-3.7	-6.2
O=C(COC(=O)c1cc([N+](=O)[O-])ccc1N1CCOCC1)Nc1ccc(Cl)cn1	11.7	6.8	-20.6	12.7	-1.2	-8.1	2.4	-3.9
Cc1ccc(-n2nnc3c(=O)n(CC(=O)N4CCCC4)cnc32)cc1	2.6	1.8	-2.4	-4.2	-0.8	-2.6	0.9	-0.9
O=C(c1ccccc1)N1N=C(c2ccc(F)cc2)CC1(O)C(F)(F)F (centres undefined)	3.7	-2.3	5.7	6.8	2.9	-8.6	-3.3	-1.0
Nc1nc(SC2c3cccc4cccc(c34)C2NS(=O)(=O)c2ccccc2)n[nH]1 (centres undefined)	-19.9	-10.1	6.2	5.0	0.4	-2.1	-6.0	0.3
CC(C)NC(=O)COC(=O)c1cc(F)c(F)cc1Cl	-6.0	-11.0	-2.3	19.8	-1.3	-0.9	1.3	-1.3
COc1ccc(/C=C/C(=O)N(C)C2CCS(=O)(=O)C2)cc1OC (centres undefined)	-13.1	6.1	-4.5	-4.7	-0.1	-3.3	3.0	2.1
N#Cc1ccc(OCC(=O)N2CCN(c3ccc(C(F)(F)F)cn3)CC2)cc1	58.6*	-14.4	-3.5	-7.5	0.0	-1.6	-4.3	11.5
Cc1ccc(CSCC(=O)Nc2ccc(F)cc2)cc1	-11.6	2.6	-11.3	6.9	2.6	-15.0	-0.1	-2.5
O=C(CCN1CCCCC1=O)NC1CCCc2c1cnn2-c1ccccc1F (centres undefined)	-11.6	-1.2	-8.5	-2.4	-1.6	-4.6	-1.5	-4.1
O=C(C1CCC(CNS(=O)(=O)c2cccc3cccnc23)CC1)N1CCc2ccccc21 (centres undefined)	14.3	-8.5	0.2	2.4	-1.5	-8.0	1.4	-4.3
CCCCc1nc2sc3c(=O)n(N)cnc3c2c2c1CCC2	10.9	-2.6	-3.7	6.6	2.2	-3.7	0.5	-0.9
O=C(CSc1nnc(SCC(=O)c2ccco2)s1)c1ccco1	-7.1	-11.5	1.2	-6.8	-4.8	-3.7	-0.9	10.7
C=CCNC(=O)c1ccc2c3n(nc2c1)-c1ccc(C)cc1CO3	-0.3	4.8	-20.4	-2.3	-1.4	-11.8	-2.3	-6.1
CCC(C)NC(=O)CSc1nnc(-c2ccc(C(C)(C)C)cc2)n1C (centres undefined)	-2.9	-2.9	-7.8	2.8	0.8	4.5	0.1	1.1
Cc1ccc(S(=O)(=O)N(C)C)cc1NC(=S)NC(C)CCCC(C)C (centres undefined)	15.8	0.4	6.8	17.7	96.0*	-9.5	-3.9	-3.8

Random excerpt: five records from the list
SMILES	EBI2 block	CXCR6 block	Gli-Sufu antag	CCR6 antag	MPTP inh	APOBEC3G inh	NR3A LBD binder	APOBEC3A inh
Cc1ccc(CSCC(=O)Nc2ccc(F)cc2)cc1	-11.6	2.6	-11.3	6.9	2.6	-15.0	-0.1	-2.5
O=C(CCN1CCCCC1=O)NC1CCCc2c1cnn2-c1ccccc1F (centres undefined)	-11.6	-1.2	-8.5	-2.4	-1.6	-4.6	-1.5	-4.1
COC(=O)c1cc(NC(=O)C2CC2)cc(C(=O)OC)c1	5.7	2.3	-5.4	5.0	-1.3	3.8	1.5	-0.1
Cc1ccc(-n2nnc3c(=O)n(CC(=O)N4CCCC4)cnc32)cc1	2.6	1.8	-2.4	-4.2	-0.8	-2.6	0.9	-0.9
O=C(COC(=O)c1cc([N+](=O)[O-])ccc1N1CCOCC1)Nc1ccc(Cl)cn1	11.7	6.8	-20.6	12.7	-1.2	-8.1	2.4	-3.9

Returning to the listing; the two compounds before the break are reprinted first.
SMILES	EBI2 block	CXCR6 block	Gli-Sufu antag	CCR6 antag	MPTP inh	APOBEC3G inh	NR3A LBD binder	APOBEC3A inh
CCC(C)NC(=O)CSc1nnc(-c2ccc(C(C)(C)C)cc2)n1C (centres undefined)	-2.9	-2.9	-7.8	2.8	0.8	4.5	0.1	1.1
Cc1ccc(S(=O)(=O)N(C)C)cc1NC(=S)NC(C)CCCC(C)C (centres undefined)	15.8	0.4	6.8	17.7	96.0*	-9.5	-3.9	-3.8
COc1cc([N+](=O)[O-])ccc1NC(=O)CCCOc1cccc(C)c1	6.7	5.0	1.9	21.8	-1.8	0.1	-10.5	1.0
O=C(NC1CCS(=O)(=O)C1)c1ccc(N2CCCCC2)c([N+](=O)[O-])c1 (centres undefined)	-5.4	-2.9	-3.3	19.1	-0.7	-8.1	0.2	-2.6
CCc1ccc(NC(=O)Cn2c3[n+](c4c(F)c(F)ccc42)CCCCC3)cc1	-11.8	-7.0	17.2	11.0	1.0	-4.1	-4.2	18.5
CC(=O)Nc1ccc(S(=O)(=O)N(Cc2cccnc2)Cc2cc3ccccc3[nH]c2=O)cc1	-9.7	9.4	-19.1	5.5	-3.1	-0.3	-10.9	-1.5
CC(C)[C@H](NC(=O)c1ccc(Cl)c([N+](=O)[O-])c1)C(=O)NCc1ccc(Cl)cc1Cl	15.5	-2.7	9.0	-5.2	85.7*	-5.6	1.0	-1.7
CN1CCN(NC(=O)c2cccc3ccccc23)CC1	-7.2	-3.8	-1.4	-0.8	15.1	-5.5	4.0	2.9
Clc1ccc(-c2cn3c(n2)SCC3)cc1	-6.4	-3.4	-86.2	17.2	1.8	18.9	0.7	-3.2
CCOc1cc(C2C(C#N)=C(N)Oc3cc(N)ccc32)ccc1O (centres undefined)	-0.4	2.7	-3.8	-2.5	0.0	-2.8	-5.2	-2.5
O=C(Nc1cccc(C(F)(F)F)c1)NC1CCCCC1	4.0	-12.1	22.4	-0.8	92.7*	0.2	-4.2	9.3
COc1cccc(NC(=O)CSc2cccc[n+]2[O-])c1	-11.0	7.6	1.8	-1.6	-1.8	0.2	-1.1	4.4
CC(O)CNCCOc1cccc(Oc2ccccc2)c1 (centres undefined)	-2.9	-3.8	8.4	10.3	2.5	-2.6	2.2	-2.2
CCC1CCC(N2CCN(c3ccc(F)cc3)CC2)CC1 (centres undefined)	-0.2	1.8	20.1	-1.7	0.2	0.6	-2.5	0.7
Fc1ccc(NC(=S)Nc2cccnc2)c(F)c1F	5.1	2.1	2.8	9.9	17.5	-6.6	4.8	-0.4
Cc1cccc(C(=O)OC2CCOC2=O)c1C (centres undefined)	4.2	2.9	-9.1	7.7	-0.6	-8.4	0.6	-0.9
CC1=C(SCc2ccccc2)C(=O)c2ccccc2C1=O	9.3	6.6	7.5	40.4	0.8	.	-8.5	.
CCn1c(-c2cc(Br)cc(OC)c2O)nc2cc(S(=O)(=O)N(C)C)ccc21	-5.6	4.7	8.4	20.1	3.6	-8.8	-1.9	-2.1
CCN1CCN(CC(=O)Nc2ccccc2)C(=O)C1=O	-1.8	4.2	0.0	-2.9	-3.5	-4.3	0.2	0.2
O=C(CN(Cc1ccco1)C(=O)CCC(=O)Nc1ccccn1)NCCc1ccccc1	7.7	0.2	-0.8	-8.0	-1.2	-0.8	-1.7	-3.1
O=C(O)C1CCC(CNS(=O)(=O)c2ccccc2)CC1 (centres undefined)	-9.0	0.5	-3.0	-12.8	-0.2	-5.7	-1.0	-4.1
C=CCc1cc(C)ccc1OCC(O)CN1CCN(c2ccccc2)CC1 (centres undefined)	-0.6	3.4	7.5	5.9	3.7	-3.8	-7.9	-0.3
COC(=O)c1nn(-c2ccc(C)cc2)ccc1=O	-11.9	7.5	-1.0	12.6	0.1	-5.5	1.5	-2.7
COc1ccc(NC(=S)N(CCCN2CCCCC2)Cc2cccs2)cc1	3.2	-4.0	7.8	12.8	-0.2	-0.5	-2.2	4.1
O=C(C1=NN(c2ccccc2)C2C(=O)N(c3ccccc3)C(=O)C12)c1ccccc1 (centres undefined)	-3.3	-11.0	-2.1	-1.3	1.2	-6.2	2.5	-0.1
CCOc1ccc(C(=O)Nc2cccc3ncccc23)cc1Br	-0.1	0.7	-1.1	10.2	-0.4	-8.2	7.6	-2.2
Cc1ccc(C(=O)NCc2ccc(N3CCN(C)CC3)cc2)cc1C	4.0	0.8	-1.4	20.5	2.1	-3.6	0.0	1.5
SMILES	EBI2 block	CXCR6 block	Gli-Sufu antag	CCR6 antag	MPTP inh	APOBEC3G inh	NR3A LBD binder	APOBEC3A inh
O=C(O)CC(NCc1ccco1)C(=O)OCC1CCCO1 (centres undefined)	-8.2	-0.3	-6.8	10.4	0.0	-2.8	2.7	-2.0
COc1ccc(CN2CCC(C(=O)Nc3ccc(Oc4cccnc4)cc3)CC2)c(C)c1C	2.8	-6.8	59.6*	25.4	83.3*	-7.6	-1.1	-6.3
Cc1ccc(S(=O)(=O)Nc2ccc(-c3nc4ccc(C)cc4s3)cc2)cc1	10.3	-5.6	.	-15.3	-4.2	-3.2	16.0*	-1.0
Cc1cc(C)c(S(=O)(=O)NCC(=O)NCc2cc(=O)n(C)c(=O)n2C)c(C)c1	-11.8	-3.8	-38.4	-3.5	-1.3	1.3	-1.2	-1.4
OCCC1CN(Cc2nc3ccccc3s2)CCN1CCc1ccccc1 (centres undefined)	7.9	0.6	18.6	7.3	3.7	-4.1	0.8	16.2
COC(=O)c1cn(CCOc2ccccc2F)c2ccccc12	13.8	-4.8	-29.9	24.9	3.5	-0.9	-14.7	3.1
CC(=O)N1CCN(S(=O)(=O)c2c(F)cc(F)c(Cl)c2F)CC1	-8.2	-12.4	1.6	-3.2	0.0	-4.1	0.9	-0.1
Cc1ccc(C)c(Nc2ccc(C(=O)NCCc3ccccc3)cn2)c1	7.1	5.4	-0.3	4.5	-1.0	-0.4	-9.4	0.0
O=C1OC(/C=C/c2ccccc2)=NC/1=C/c1ccco1	7.0	4.5	3.8	8.2	-2.4	-6.2	1.9	1.4
COc1ccc(-c2nn(-c3ccccc3)cc2CNC(=O)c2cccc([N+](=O)[O-])c2)cc1	7.2	-8.9	-0.1	14.7	7.7	-0.4	-1.8	-1.9
COC(=O)Cc1ccc2sc(-c3ccccc3)nc2c1	-0.4	1.1	-77.3	9.2	-0.2	-0.5	1.0	-0.8
CCOC(=O)CNC(=O)c1cc(-c2ccccn2)nc2c(C)c(Cl)ccc12	-7.4	5.9	-6.3	-8.9	4.7	-0.4	0.1	-0.8
CCC(c1ccc(O)c(O)c1)C(CC)c1ccc(O)c(O)c1 (centres undefined)	5.6	8.7	10.0	21.8	5.7	.	-4.0	.
COc1cccc(OC)c1C(=O)NC(=S)N1CCCCC1c1cccnc1 (centres undefined)	2.5	3.2	5.4	-5.1	0.5	1.6	-0.5	-0.2
